PglD DTNB = PglD (C. jejuni) enzyme inhibition | purified PglD enzyme, DTNB colorimetric CoA detection | inhibition, % at 12.5 µM | 360,000 tested, 0.098% active | AID 602405; in the data active = inhibition above about 16%, passing the limit was not always enough; also: strong numbers were not always called active
ARNT TACC3 PPI = disrupts binding between human ARNT and TACC3. AlphaScreen His-ARNT PAS-B/GST-TACC3 binding, luminescence; TACC3 fragment carries E629A point mutation. Q9Y6A5. 390,000 tested, 0.66% active. inhibition, % at 9.99 µM;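 active = mean inhibition of replicates at least 50% and at least half of replicates each reaching 50%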;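 also: 0% = complete ARNT plus TACC3 wells and 100% = ARNT alone without TACC3; many hits fall short of the cut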
GSIS activator = primary screen for activators of insulin secretion dependent on glucose, INS-1E cells, GLuc reporter luminescence; 370,000 tested, 0.61% active; AID 743287; activation, % at 16.6 µM; INS-1E GLuc reporter insulin secretion, 2-3 h;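 active = lowest replicate activation of at least 40%, so every replicate reaches that level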;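 also: 0% = median of neutral control wells and 100% = median of IBMX positive control wells; some compounds called inactive have numbers as strong as hits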
PGC1a acetyl inh = lowers PGC1a acetylation signal in U2OS cells; AlphaScreen anti-acetyl-lysine; with virally co-expressed GCN5 acetyltransferase; inhibition, % at 15.6 µM; 350,000 tested, 0.17% active;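 active = every replicate shows inhibition of at least 40%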;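 also: 0% = neutral control wells and 100% = positive control wells; some results beyond the cut were filed as inactive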
LGR2 antag = Drosophila LGR2 receptor signaling inhibition; HEK293 LGR2, CRE-luciferase, bursicon-stimulated, 4 h; inhibition, % at 9.99 µM; 380,000 tested, 0.35% active; AID 720647;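 active = drop in luminescence signal, shown as inhibition above about 50% in the replicate tests, limit read from the data, passing the limit was not always enough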;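 also: agonist challenge used bursicon conditioned medium at about half maximal strength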
Cneo AK release = Cryptococcus neoformans lysis via adenylate kinase release. C. neoformans lysis, adenylate kinase release luminescence, 4 h; normalised: neutral wells 0, clomiphene wells 100. lysis activity, % at 15 µM. 360,000 tested, 0.2% active;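 active = mean lysis activity across replicates of at least 80%, whatever share of replicates individually reach that level; inactive = mean lysis activity below 80%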
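Assay system: Cryptococcus neoformans yeast cells / Dosing: single-point compound dose / Timing: 4 h at 37 °C static, read 1 h later / Measured by: luminescence of released adenylate kinase using an AK detection reagent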
PAX8 inh HTS = PAX8 transcriptional activity inhibition; AID 652154; RMG-I TPO-luciferase reporter, SteadyGlo, 24 h; 360,000 tested, 1.2% active; inhibition, % at 12.6 µM;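 active = mean replicate inhibition at least 60% with every replicate also reaching 60%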;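 also: luciferase light reporting Pax8 driven TPO promoter activity; plate controls were median of neutral control wells for no effect and mitoxantrone controls for full effect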
Statin myotox sup = suppression of simvastatin myotoxicity | C2C12 myotubes + simvastatin, ATP luminescence, 48 h; scaled: DMSO 0, geranylgeraniol control 100 | rescue of ATP level, % at 7.49 µM | 330,000 tested, 0.78% active | AID 602340;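 active = mean ATP rescue above about 67%, or every replicate alone reaching that limit, limit read from the data, passing the limit was not always enough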;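 also: myotubes were challenged with 10 µM simvastatin during compound exposure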
Numbers without * were called inactive; nt = no result given; & = joins results of further samples. Hits appear at their usual frequency; about 2.9% have a hit in one of these screens.

SMILES	PglD DTNB	ARNT TACC3 PPI	GSIS activator	PGC1a acetyl inh	LGR2 antag	Cneo AK release	PAX8 inh HTS	Statin myotox sup
CCOc1cc(C2C(C#N)=C(N)OC(C)=C2C(C)=O)c(Br)c(Br)c1OC(C)C (stereo unspecified)	-4	-2	nt	-6	nt	8	nt	-2
O=C(Nc1ccc(F)cc1)Nc1ccc2c(c1)[C@H]1C[C@H](CC(=O)N3CCOCC3)O[C@@H](CO)[C@H]1O2	0	-7	11	-5	-20	-7	-5	-1
COc1cccc(-n2c(C)nn(CCOc3ccccc3)c2=O)c1	1	-1	1	-6	-11	3	-6	2
COc1cccc(/C=N/NC(=O)c2ccoc2C)c1O	1	25	18	15	-17	-7	-46	-5
O=C(C[C@@H]1C[C@H]2c3cc(NC(=O)C4CCC4)ccc3O[C@H]2[C@H](CO)O1)NC1CCCCC1	-1	4	-21	3	11	-1	13	1
Cc1ccc2nc3c(cc(C(=O)NCC4CCCO4)c(=N)n3CC3CCCO3)c(=O)n2c1 (stereo unspecified)	-4	-5	nt	9	nt	0	nt	-16
CCCc1c(C(=O)NNc2ccccc2OC)cnn1-c1ccccc1	nt	-8	6	nt	-13	nt	-5	nt
Cc1noc(C)c1NC(=O)Nc1ccc2c(c1)CC(=O)N([C@@H](C)CO)C[C@H](C)[C@H](CN(C)Cc1ccc(C(F)(F)F)cc1)O2	-1	0	-24	1	38	35	72*	35
CCOc1ccc(CO[C@@H]2O[C@H](CO)[C@@H](O)[C@H](O)[C@H]2NC(C)=O)cc1OC	2	-25	2	-13	-5	0	-7	-4
O=C(O)c1cccc(NC2=C(N3CCOCC3)C(=O)c3ccccc3C2=O)c1	5	24	-5	7	3	-1	10	7
COc1cccc(NC(=O)CSc2nnc(CNC(=O)c3ccccc3F)o2)c1	-7	3	-7	-1	14	2	5	8
COc1ccc(-n2cnc3cc(N)ccc32)cc1	-6	0	nt	-4	nt	0	nt	2
Cc1cc(=O)[nH]c2c(C)c(N)ccc12	-1	-7	nt	nt	nt	1	5	-4
O=C(N/N=C/c1ccc[nH]1)c1sc2ccccc2c1Cl	1	38	nt	-1	nt	-2	nt	4
COc1cc(OC)c(C(=O)NNC(=O)c2ccccc2-n2cccc2)cc1OC	0	nt	-12	0	-2	0	6	-13
Cc1ccccc1NC(=O)Cn1cnc2c(oc3ccccc32)c1=O	-1	5	14	-2	nt	-2	-14	nt
Cc1ccc(C)c(NC(=O)c2ccc(S(=O)(=O)C(F)F)cc2)c1	nt	-4	11	nt	10	nt	19	nt
Nc1ccccc1-c1nc2ccncc2[nH]1	-4	nt	nt	-1	-70	-3	-82	0
Cc1ccc(S(=O)(=O)N(C)c2ccccc2C(=O)N2CCCC2)cc1	1	-4	13	2	1	-2	22	-5
COc1ccc([C@@H](C)NC(=O)c2ccc3oc(C(C)C)nc3c2)cc1	-3	1	-7	-9	-24	0	-79	8

Sorted by formula weight (smallest number first): some entries from above.
SMILES	PglD DTNB	ARNT TACC3 PPI	GSIS activator	PGC1a acetyl inh	LGR2 antag	Cneo AK release	PAX8 inh HTS	Statin myotox sup
Nc1ccccc1-c1nc2ccncc2[nH]1	-4	nt	nt	-1	-70	-3	-82	0
COc1cccc(/C=N/NC(=O)c2ccoc2C)c1O	1	25	18	15	-17	-7	-46	-5
COc1cccc(-n2c(C)nn(CCOc3ccccc3)c2=O)c1	1	-1	1	-6	-11	3	-6	2
Cc1ccccc1NC(=O)Cn1cnc2c(oc3ccccc32)c1=O	-1	5	14	-2	nt	-2	-14	nt
COc1ccc([C@@H](C)NC(=O)c2ccc3oc(C(C)C)nc3c2)cc1	-3	1	-7	-9	-24	0	-79	8
Cc1ccc(C)c(NC(=O)c2ccc(S(=O)(=O)C(F)F)cc2)c1	nt	-4	11	nt	10	nt	19	nt
O=C(O)c1cccc(NC2=C(N3CCOCC3)C(=O)c3ccccc3C2=O)c1	5	24	-5	7	3	-1	10	7
COc1cc(OC)c(C(=O)NNC(=O)c2ccccc2-n2cccc2)cc1OC	0	nt	-12	0	-2	0	6	-13
COc1cccc(NC(=O)CSc2nnc(CNC(=O)c3ccccc3F)o2)c1	-7	3	-7	-1	14	2	5	8
Cc1ccc2nc3c(cc(C(=O)NCC4CCCO4)c(=N)n3CC3CCCO3)c(=O)n2c1 (stereo unspecified)	-4	-5	nt	9	nt	0	nt	-16
O=C(Nc1ccc(F)cc1)Nc1ccc2c(c1)[C@H]1C[C@H](CC(=O)N3CCOCC3)O[C@@H](CO)[C@H]1O2	0	-7	11	-5	-20	-7	-5	-1
Cc1noc(C)c1NC(=O)Nc1ccc2c(c1)CC(=O)N([C@@H](C)CO)C[C@H](C)[C@H](CN(C)Cc1ccc(C(F)(F)F)cc1)O2	-1	0	-24	1	38	35	72*	35

Remaining list, next part.
SMILES	PglD DTNB	ARNT TACC3 PPI	GSIS activator	PGC1a acetyl inh	LGR2 antag	Cneo AK release	PAX8 inh HTS	Statin myotox sup
O=C(COC(=O)CC1CC2CCC1C2)NC(=O)NC1CCCC1 (stereo unspecified)	nt	3	-9	nt	-2	nt	-5	nt
COCCN1C(=O)C(C(=O)OC)CC2=C1CC(C)(C)CC2=O (stereo unspecified)	-2	1	11	nt	14	4	-22	0
O=C(CN1C(=O)/C(=C/c2ccc(F)cc2)SC1=S)N1CCN(CCc2ccccn2)CC1	0	2	-2	8	2	-4	17	-2
O=C(OCc1ccc(F)cc1Cl)c1ccccn1	0	-1	36	14	-12	0	nt	11
CCOc1ccc(C(=O)CCC(=O)N(CC)CC(=O)NCc2cccs2)cc1	7	24	-17	nt	-1	3	-11	21
C[C@@H]1C=C(C(=O)NCc2nc3ccccc3[nH]2)O[C@H](OCc2ccc(CO)cc2)C1	3&6	-5&3	11	-4	2	-1&-1	-5&-3	-8
O=C(N/N=C/C=C/c1cccc([N+](=O)[O-])c1)c1ccncc1	-2	-3	6	-22	11	-1	-4	nt
CCNC(=O)[C@H]1[C@H](CO)[C@H]2Cn3c(ccc(C4=CCCC4)c3=O)[C@H]2N1C(=O)C1CC1	0	5	2	nt	-7	-1	nt	-8
COc1ccc(NC(=O)N(C)C[C@H]2Oc3ccc(NC(=O)Nc4ccc(C(F)(F)F)cc4)cc3CC(=O)N([C@@H](C)CO)C[C@@H]2C)cc1	0	1	-14	4	4	-54	3	14
CC(O)[C@H]1CNC(=S)N1CCc1cccc(F)c1 (stereo partly specified)	5	0	-10	-2	1	0	-7	6
COc1cc(C)ccc1OCc1cc(C(=O)NC(C)Cn2cncn2)no1 (stereo unspecified)	-3	nt	-6	nt	-46	-1	-214	-1
Cc1cn(C2CCC(CO)O2)c(=O)[nH]c1=O (stereo unspecified)	-1	-21	7	10	-2	-1	-7	-1
CC(CCN(C)C)OC(=O)c1ccc(C(C)c2ccccc2)o1 (stereo unspecified)	0	6	17	1	-7	4	nt	0
CCN(C(=O)C1CC1)C1CCS(=O)(=O)C1 (stereo unspecified)	0	-1	15	-51	7	-3	-7	1
C[C@H]1CN([C@@H](C)CO)C(=O)Cc2cc(NS(=O)(=O)c3cccs3)ccc2O[C@@H]1CN(C)C(=O)Nc1ccc2c(c1)OCO2	4	1	-1	5	15	-1	nt	-10
Cn1cccc1/C=N\NC(=O)c1cncc(Br)c1	0	nt	nt	2	nt	4	-8	nt
CCCCCc1c(C)[nH]c2nc3ccccc3n2c1=O	-2	5	5	22	-14	-2	7	-15
C[C@@H]1CN([C@H](C)CO)C(=O)c2cc(NC(=O)Cc3ccccc3)ccc2O[C@@H]1CN(C)CC1CCCCC1	35	-3	-5	-3	-5	5	-20	28
Cc1ccc(S(=O)(=O)NC2=NCN(Cc3ccccc3)CN2)cc1	-3	-1	nt	14	nt	2	1	1
COc1ccc(OC)c(NC(=O)CSc2sc3c(O)cc(=O)[nH]c3c2C#N)c1	3	7	-6	10	4	1	3	3
CN1C(C(=O)Nc2ccc(F)cc2F)=CC(c2cccs2)=NS1(=O)=O	5	0	-35	2	15	-3	-14	2
O=C(C[C@@H]1CC[C@H]2[C@@H](COC[C@@H](O)CN2C(=O)c2ccc(F)cc2)O1)Nc1ccc(-c2ccccc2)cc1	2	7	-14	4	17	-2	27	3
O=C(CCc1ccccc1)NNC(=O)c1ccccc1Br	1	-4	11	7	-1	6	10	-2
C[C@@H](O)CNC(=O)c1[nH]cnc1C(=O)N[C@H](C)c1ccccc1	5	nt	31	2	3	3	-14	8
CN(C(=O)C1Cc2c(-c3ccccc3Oc3ccccc3)ccnc2O1)c1ccccc1 (stereo unspecified)	0	nt	-18	nt	4	-1	-9	7
CC1CCCC(NC(=O)COC(=O)COc2cccc(F)c2)C1C (stereo unspecified)	4	-3	3	5	-9	0	0	-3
O=C(CCNC(=O)C1CCN(S(=O)(=O)c2ccc(F)cc2)CC1)NCc1ccc(F)cc1	-4	-1	34	0	-7	-2	-9	-11
COc1ccc(S(=O)(=O)N2CCC(C(=O)NCCCn3ccnc3)CC2)cc1C	1	0	12	4	-4	3	-10	nt
O=C(COC(=O)c1cc2ccccc2o1)NCc1ccco1	-5	-1	nt	nt	nt	-2	6	3
O=C(C[C@H]1C[C@H]2c3cc(NC(=O)Nc4ccccc4)ccc3O[C@H]2[C@H](CO)O1)NCC1CC1	5	4	4	-7	0	-1	nt	-1
Cc1noc(C)c1COc1ccc(C(=O)NCCc2ccccn2)cc1	nt	0	23	-5	-13	nt	4	nt
CNC(=S)N1N=C(c2cccs2)CC1c1ccc(OC)cc1 (stereo unspecified)	8	-8	nt	1	-2	-5	10	23
C[C@H](CO)N1C[C@H](C)[C@@H](CN(C)C(=O)c2cccnc2)Oc2ncc(C3=CCCC3)cc2C1=O	-1	-3	-4	-3	14	1	-32	55
CC(C)[C@H](NC(=O)N1CCn2c1nc1ccccc12)C(=O)NCc1ccco1	3	2	6	-1	-4	0	9	6
CCC(=O)N1CCCC(C(=O)NCc2ccc(C(C)C)cc2)CC1 (stereo unspecified)	-3	nt	-6	nt	-9	-1	-14	12
CCN1CCN(CCc2nc3cc([N+](=O)[O-])ccc3n2C)CC1	-2	0	5	-25	15	0	3	-5
COCCN1Cc2cccc(C(=O)NC(C)CCc3ccco3)c2C1=O (stereo unspecified)	nt	-6	-2	2	-4	nt	7	13
CN(C)S(=O)(=O)c1ccc(C(=O)OCC(=O)Nc2cccnc2Cl)cc1	nt	14	1	nt	2	nt	8	nt
Nc1cc(S(=O)(=O)Nc2ccccc2Cl)ccc1N1CCCCC1	2	5	nt	-33	-17	2	-22	-25
Cc1sc2ncn(CC(=O)OCC(=O)NC(C)(C)C)c(=O)c2c1C	-3	14	nt	7	nt	4	nt	nt
O=C(c1ccc(F)cc1)N1CCCC(N2CCN(Cc3ccc4c(c3)OCO4)CC2)C1 (stereo unspecified)	2	1	9	-2	8	0	10	1
N#C/C(=C\c1c(Oc2ccc(Cl)cc2)nc2ccccn2c1=O)C(=O)NC1CCS(=O)(=O)C1 (stereo unspecified)	-3	-7	-29	-10	11	-1	21	nt
CCNC(=O)N(CC)C[C@H]1N[C@@](CC)(C(=O)OC)[C@H]2C(=O)N(Cc3ccccc3)C(=O)[C@@H]12	-1	-2	3	nt	-12	0	13	5
